Lipid storage S3 = qHTS Assay for Lipid Storage Modulators in Drosophila S3 Cells | lipid storage change, negative = inhibition, % at the top dose, mostly 46.1 µM; hits show Potency in µM | Drosophila S3 cells, BODIPY lipid droplet fluorescence, 18-24 h; cells fed with added oleic acid | actives 0.64% (n = 320,000); active = well fitted inhibition curve with a large enough effect in the signal ratio, with a control signal flat, not every such curve was filed as active; inconclusive = small, poorly fitted or top-dose-only effect, or effect the other way, or a change in a side signal; the % refers to the signal ratio
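Drosophila S3 cells got compounds at several concentrations plus oleic acid (400 uM solution). Laser-scanning cytometry with 488 nm excitation read lipid droplets at 500-530 nm and cells at 575-640 nm. Percent activity was relative to 20 uM Triacsin C.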
Lipid storage S3 cell count max = also measured in Lipid storage S3; calls as there; cell number change, %; measured here: cell count max response;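 cells counted by Cell Tracker Red CMTPX staining in the red channel; peak over a dose series mostly up to 46.1 µM; percent activity relative to internal control wells on each plate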
* = called active by the depositor; i = inactive; u = inconclusive; x = no result given; [ ] = dose if it differs, or a comment. % is set by controls: 0 for no effect and ±100 for the full control effect; potency is the fitted concentration of half-maximal effect.

SMILES | Lipid storage S3 | Lipid storage S3 cell count max
Cc1ccc(OCCNC(=O)c2cc(C(=O)NCCOc3ccc(C)cc3)cc([N+](=O)[O-])c2)cc1 | u | x
CCOc1ccc(CCNC(=O)COC(=O)COc2ccc(C(C)=O)cc2)cc1OCC | 12% | x
Cn1c(=O)c2c(nc(Cl)n2Cc2ccncc2)n(C)c1=O | u | x
CC12CCC(C(=O)N/N=C/c3ccc(O)cc3)(OC1=O)C2(C)C (centres undefined) | 9% | -2
CC(=O)c1cccc(Nc2cc(C)nc3c(C)cccc23)c1 | 9% | 4
CCOc1ccc(CCNC(=O)CSc2nc3ncc(Cl)cc3[nH]2)cc1OCC | -21% | 0
Cc1ccc(C2=N/C(=C\c3c(C)nn(-c4ccccc4)c3N3CCCC3)C(=O)O2)cc1 | u | x
O=C(NCCNC(=O)C(c1ccccc1)c1ccccc1)c1ccco1 | i | 2
CCO[C@H]1OC(C(=O)N2CCN(C)CC2)=C[C@@H](C(C)(C)C)[C@@H]1CCCO | -9% | -9
CCCCCCC(CC(=O)NCc1cccnc1)CC(=O)NCc1cccnc1 | i | 33
N#Cc1cccc(S(=O)(=O)NCc2nnc3ccccn23)c1 | u | x
CCSc1ccccc1C(=O)NCCCn1ccnc1 | i | x
COc1ccc(/C=C2\CN(Cc3ccccc3)C/C(=C\c3ccc(OC)cc3)C2=O)cc1 | u | x
Cc1cccc(C)c1NC(=O)COC(=O)Cc1ccsc1 | u | x
Cc1cccc2cc(CN(Cc3nnnn3Cc3ccco3)C3CCCC3)c3nnnn3c12 | u | x
CN(Cc1ccccc1)S(=O)(=O)c1ccc2c(c1)n(C)c(=O)n2C | u | x
Cc1cc(C)c(C#N)c(OCC(=O)c2ccccc2)n1 | u | x
CC(Oc1ccc(F)cc1)C(=O)Nc1ccccc1N1CCCCC1 (centres undefined) | u | x
CCOC(=O)C1CCCN(C(=O)COc2ccc(C(=O)c3ccccc3)cc2)C1 (centres undefined) | u | x
Cc1cc(C)c(S(=O)(=O)/N=C2\C=C(NS(=O)(=O)c3ccccc3)C(=O)c3ccccc32)c(C)c1 | u | x
COCCNC(=S)N(CCc1c(C)[nH]c2ccc(F)cc12)Cc1ccc(C)cc1 | i | 11
O=C(Nc1cccn(Cc2ccccc2Cl)c1=O)NC1CCCCC1 | u | x
COc1ccccc1OCc1ccc(C(=O)N2CCN3CCCC3C2)cc1 (centres undefined) | 2% | x
COc1cccc(/C=N\NC(=O)c2ccc(C)nc2)c1 | u | x
CCN(CC)C(=O)C(Oc1ccc(C)nc1[N+](=O)[O-])c1ccccc1 (centres undefined) | u | x
CCOc1ccc2sc(NS(=O)(=O)c3ccc(OC)c(OC)c3)nc2c1 | u | x
CN/N=C/c1ccc(C#N)cc1 | u | x
COc1ccc(-c2cc(C(F)F)n3ncc(C(=O)NCCCN4CCCC4=O)c3n2)cc1 | u | x
CC(C)CNC(=O)CN1c2cccc3cccc(c23)S1(=O)=O | u | x
O=c1[nH]c(CSc2cccc[n+]2[O-])nc2ccccc12 | -5% | 3
O=c1c(-c2ccc3c(c2)OCCO3)coc2cc(OC3OC(CO)C(O)C(O)C3O)ccc12 (centres undefined) | -14% | 11
O=c1cc(Cl)[nH]n(-c2ccccc2)c1=O | 3% | 3
O=C(COC(=O)c1cncc(Br)c1)NCc1ccc(F)cc1 | u | x
Cc1ccccc1Cn1c(-c2ccc(=O)[nH]c2)nc2ccccc21 | -15% | -9
CCN(c1ccccc1)S(=O)(=O)c1ccc(N)cc1 | u | x
Cc1cnc(C(=O)OCC(=O)NCc2ccccc2)cn1 | u | x
COc1ccc(NC(=O)c2ccc(-n3nc(C)cc3C)cc2)cc1OC | u | x
COc1cc(N/C(N)=N/c2nc(C)cc(C)n2)c(OC)cc1Cl | 3% | -1
Cc1ccc(OC(=O)C2CCN(C(=O)c3ccccc3C)CC2)c(Br)c1 | -21% | x
C=CCNC(=O)CSc1ncc2c(n1)-c1c(csc1SC)CC2 | u | x
COc1cc(OC)c(/C=N/NC(N)=S)cc1Br | 14% | 1
CCOc1ccc(N2C(=O)Nc3ccccc3C2(O)C(=O)NCc2ccco2)cc1 (centres undefined) | i | -29
C=CCOc1c(Br)cc(CNc2ccc(NC(=O)C(C)C)cc2)cc1OCC | 2% | -8
CC1CC(C)CN(C(=O)COC(=O)c2ccc[nH]c2=O)C1 (centres undefined) | u | x
COc1ccc(Cl)cc1N(CC(=O)Nc1ccccc1C(=O)N1CCCC1)S(C)(=O)=O | u | x
CCCCN(C(=O)c1ccc2c(c1)OCCO2)c1c(N)n(CC(C)C)c(=O)[nH]c1=O | 1% | 8
Cc1cc(C)cc(N2C(=O)CCN(Cc3ccccc3)C2=O)c1 | -1% | 19
O=C(O)c1ccc(Cl)c(S(=O)(=O)N2CCCC2)c1 | u | x
COC(=O)[C@H](Cc1ccccc1)NS(=O)(=O)N[C@@H](Cc1ccccc1)C(=O)OC | u | x
Cc1ccc(NC(=O)c2cc(S(=O)(=O)N3CCCC3)c[nH]2)c(C)c1 | 2% | 19

The list continues:
SMILES | Lipid storage S3 | Lipid storage S3 cell count max
CCC1=NN(C(=O)c2ccccc2O)C(O)(c2ccccc2)C1 (centres undefined) | u | x
O=[N+]([O-])c1ccc(O)c(/C=N/n2cnc3ccccc32)c1 | -20% | -10
Cc1cccc(C#N)c1NC1=CC(=O)CC(C)(C)C1 | u | x
Cc1cc(NC(=O)CSc2ncnc3c2cnn3-c2ccccc2)no1 | 0% | -13
Cc1ccc(-c2cc(C(=O)O)c3ccccc3n2)s1 | i | 17
CCOc1ccc2c(c1)s/c(=N\S(=O)(=O)c1ccc(OC)cc1)n2C(F)F | u | x
Cc1ccc(C2/C(=C(\O)c3c(C)nc4ccccn34)C(=O)C(=O)N2CCN(C)C)o1 (centres undefined) | -4% | x
CC(C)C(C(=O)Nc1sc2c(c1C#N)CCCCC2)N1C(=O)c2ccccc2C1=O (centres undefined) | 7% | -9
CN(CCc1ccccn1)C(=S)Nc1ccc(Cl)c(Cl)c1 | u | x
COc1ccc2c(c1)C(=O)OC2CC(=O)O (centres undefined) | -3% | 2
CCN(CC)CC(=O)n1c2c(c3ccccc31)CCCC2 | 11% | 8
O=C(Nc1nc(-c2ccccn2)cs1)Nc1ccc(F)cc1F | u | x
C/C(=N/NC(=O)c1ccncc1)c1ccccc1 | 28% | -7
CC(NC(=O)CCc1ccccc1)c1cc2c(cc1Cl)OCCO2 (centres undefined) | 0% | 9
Cc1ccc(-c2nnn(CC(=O)O)n2)cc1 | i | x
COc1ccc(OCC(=O)NCc2ccc(Cl)cc2)cc1 | u | x
CCc1nnc(NC(=O)CSc2nnc(C3CCCCC3)n2-c2cccc(Cl)c2)s1 | 3% | 9
CC(Nc1cccc([N+](=O)[O-])c1)C(=O)Nc1ccc(S(=O)(=O)N2CCCC2)cc1 (centres undefined) | u | x
CCOC(=O)CCSc1nc(-c2ccccc2)cc(C(F)(F)F)n1 | u | x
CCC(=O)NCCNC(=O)c1c(SC)nsc1SC | u | x
O=C(Nc1ccc(C(=O)O)cc1)/C(=C/c1ccc([N+](=O)[O-])cc1)NC(=O)c1ccccc1 | -18% | -9
O=C(/C=C/c1ccccc1)NC(NC(=S)Nc1ccc(Cl)cc1Cl)C(Cl)(Cl)Cl (centres undefined) | u | x
c1ccc(-c2noc(CSc3nnnn3-c3ccccc3)n2)cc1 | 5%[9.22 µM] | -4
O=C(/C=C/c1ccccc1)NCCSCc1ccc(Cl)cc1 | u | x
COc1ccc(Cl)cc1C(=O)NCCS(=O)(=O)N1CCN(c2ccccc2F)CC1 | u | x
O=C(CSc1nnnn1Cc1ccccc1)Nc1ccc2c(c1)OCCO2 | u | x
O=C(CCCC(=O)N(CC(=O)NC1CCCCC1)Cc1ccco1)Nc1ccccn1 | 20% | 10
Cc1ccc2nc(/N=C(\N)NC(=O)NC3CCCCC3)nc(C)c2c1 | u | x
CCOc1ccc(NC(=O)CN(C)C(=O)c2ccccc2OCc2cccc(C)c2)cc1OCC | 8% | -7
CCOC(=O)C1=C(CC)OC(N)=C(C#N)C1c1cc(OC)ccc1OC (centres undefined) | u | x
CC(=O)/C(=N\Nc1ccc(Cl)cc1)Sc1nnc(-c2ccccc2)n1-c1ccccc1 | 0% | -11
COc1ccc(S(=O)(=O)NC2CC(=O)N(c3ccc(C)c(C)c3)C2)cc1 (centres undefined) | u | x
O=C(NC1CCCCC1)C(c1ccc(Cl)cc1)N1CCC2(CC1)OCCO2 (centres undefined) | u | x
C/C(N)=C(/C#N)C(=O)COC(=O)c1ccc(NC(N)=O)cc1 | 8% | 13
CN(Cc1ccccc1NS(=O)(=O)c1ccc(Cl)cc1)C1CCCCC1 | u | x
O=C(O)c1cc(S(=O)(=O)Nc2ccccc2Cc2ccccc2)ccc1Cl | -5% | -13
Cc1ccccc1N1CCN(C(=O)NCc2cccc(Cl)c2)CC1 | u | x
Cc1ccc2c(c1)[C@H]1[C@H](CO2)[C@H](c2ccccc2)[C@]2(C)C(=O)N(Cc3ccc(Cl)cc3)CC(=O)N12 | u | x
CN(CC(=O)Nc1ccc(S(=O)(=O)N2CCCC2)cc1)Cc1c(F)cccc1Cl | u | x
COc1ccc(NC(=O)CN(c2cccc(F)c2)S(C)(=O)=O)cc1OC | -6% | 0
COc1ccc(OCc2nnc(SCC(=O)N3c4ccccc4Sc4ccc(Cl)cc43)o2)cc1 | u | x
O=C1c2cc(Cl)ccc2OC2(CCNCC2)C12CC(c1ccccc1)=NO2 (centres undefined) | -7% | 9
Cc1nc(C(=O)Nc2ccc(Cl)cc2Cl)nn1-c1cc(OC(C)C)c(Cl)cc1Cl | u | x
CCOC(=O)C1(Cc2ccccc2)CCN(CC2CC=CCC2)CC1 (centres undefined) | -19% | -4
Cc1ccc(Cn2c(=S)[nH]c3ccc(N4CCOCC4)cc3c2=O)o1 | i | x
CC(C)c1ccc(N2CC(C)(C)C2=O)cc1 | u | x
O=C(NCc1ccc(F)cc1)C1CCCN1S(=O)(=O)c1ccccc1C(F)(F)F (centres undefined) | u | x
C=CCN(C)NC(=O)Nc1ccccc1 | 10% | 12
COc1ccc(NC(=S)Nc2cc(S(=O)(=O)N3CCCCC3)ccc2OC)cc1 | u | x
COc1cccc(NC(=S)N(Cc2ccc(C(=O)O)cc2)Cc2ccc(OC)c(OC)c2)c1 | u | x

Next compounds
SMILES | Lipid storage S3 | Lipid storage S3 cell count max
O=C(CSC1=NCCS1)NC1CCCC1 | 7% | -7
CC1CCCCC1NC(=O)Cn1[nH]c(=O)c2ccccc2c1=O (centres undefined) | u | x
CCOC(=O)CCSc1n[nH]c(=S)s1 | 0% | -4
Cc1cc(C)nc(N/C(=N\S(=O)(=O)Cc2ccccc2)Nc2cccc(Cl)c2C)n1 | 26% | x
O=C(COC(=O)CCC(=O)c1ccc(F)cc1)Nc1ccccc1 | u | x
COc1cc(NC(=O)c2ccc(NC3=NC4CS(=O)(=O)CC4S3)cc2)cc(OC)c1 (centres undefined) | 9% | 3
C/C(CC(=O)Nc1ccccc1-c1ccccc1)=N\NC(=O)COc1ccc(C)cc1Br | u | x
CC(=O)c1cccc(NC(=O)Nc2ccc(C(=O)N3CCCC3)cc2)c1 | -1% | 14
CC(=O)OC1CSc2nc3ccccc3n2C1 (centres undefined) | 0% | 1
Cc1ccc(N2CC(C(=O)Nc3nnc(SCC(=O)NCC4CCCO4)s3)CC2=O)cc1 (centres undefined) | u | x
O=C(CSc1ncccc1C(=O)O)NC12CC3CC(CC(C3)C1)C2 | -20% | x
O=C(CSc1nc2ccccc2c(=O)n1-c1ccc(SC(F)F)cc1)Nc1ccc(N2CCOCC2)cc1 | u | x
COc1ccc(C2OC(=O)c3ccccc3S2)cc1 (centres undefined) | 8% | -6
COC(=O)C(Nc1nccs1)(OC)C(F)(F)F (centres undefined) | -10% | -3
COCCNC(=O)C(=O)N/N=C/c1ccc(C(=O)OC)cc1 | u | x
Cn1ccnc1C(O)c1cccc(OCc2ccccc2)c1 (centres undefined) | i | 1

Structures listed so far that contain an aryl thioether with sulfur outside any ring (15):
SMILES | Lipid storage S3 | Lipid storage S3 cell count max
CCOc1ccc(CCNC(=O)CSc2nc3ncc(Cl)cc3[nH]2)cc1OCC | -21% | 0
CCSc1ccccc1C(=O)NCCCn1ccnc1 | i | x
O=c1[nH]c(CSc2cccc[n+]2[O-])nc2ccccc12 | -5% | 3
C=CCNC(=O)CSc1ncc2c(n1)-c1c(csc1SC)CC2 | u | x
Cc1cc(NC(=O)CSc2ncnc3c2cnn3-c2ccccc2)no1 | 0% | -13
CCc1nnc(NC(=O)CSc2nnc(C3CCCCC3)n2-c2cccc(Cl)c2)s1 | 3% | 9
CCOC(=O)CCSc1nc(-c2ccccc2)cc(C(F)(F)F)n1 | u | x
CCC(=O)NCCNC(=O)c1c(SC)nsc1SC | u | x
c1ccc(-c2noc(CSc3nnnn3-c3ccccc3)n2)cc1 | 5%[9.22 µM] | -4
O=C(CSc1nnnn1Cc1ccccc1)Nc1ccc2c(c1)OCCO2 | u | x
COc1ccc(OCc2nnc(SCC(=O)N3c4ccccc4Sc4ccc(Cl)cc43)o2)cc1 | u | x
CCOC(=O)CCSc1n[nH]c(=S)s1 | 0% | -4
Cc1ccc(N2CC(C(=O)Nc3nnc(SCC(=O)NCC4CCCO4)s3)CC2=O)cc1 (centres undefined) | u | x
O=C(CSc1ncccc1C(=O)O)NC12CC3CC(CC(C3)C1)C2 | -20% | x
O=C(CSc1nc2ccccc2c(=O)n1-c1ccc(SC(F)F)cc1)Nc1ccc(N2CCOCC2)cc1 | u | x

Some of the entries so far, with each value named:
> COCCNC(=O)C(=O)N/N=C/c1ccc(C(=O)OC)cc1
  Lipid storage S3 = u; Lipid storage S3 cell count max = x
> Cn1ccnc1C(O)c1cccc(OCc2ccccc2)c1 (centres undefined)
  Lipid storage S3 = i; Lipid storage S3 cell count max = 1

Compound activity from PubChem.

This is a subset, so the mix of outcomes need not match the whole.
